# MCF10A rerep = induces DNA re-replication in MCF 10a normal breast cells | MCF 10A DNA re-replication, Hoechst nuclear intensity, 48 h | Potency, µM (highest dose often 46.1 µM), for inactives: at the highest dose activity, positive = re-replication, most hits filed as activators | hit rate 2.9% among 350,000 | AID 624296; further: potency means the concentration at half of the fitted maximal effect; % of control where 0% means no effect; nearly all actives have a fitted effect of over 50% in size
# IL-1B inflam inh = blocks inflammasome-driven IL-1 beta release; activity change, % at 57.5 µM; THP-1 LPS/ATP IL-1B secretion, AlphaLISA, 16 h; hits give low values; hit rate 4.7% among 360,000; in the data active means activity change below about -50%; inconclusive means mostly about -30% to -49%; further: on the % scale 0 is the no-effect control and ±100 the full control effect
#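 Secreted IL-1B measured by AlphaLISA bead assay after 16 h compound exposure of THP-1 cells; compounds (final up to 57.5 uM) added 1 h before LPS (250 ng/mL) and ATP (1.25 mM) stimulation; lower signal means less secretion.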
# ATXN viability = viability counter-screen for ATXN expression inhibitors; Potency, µM (titrated, usually from 56.7 µM), hits mostly cytotoxic; S2 cells (HEK-293 line with an ATXN2-luciferase reporter) viability, CellTiter-Fluor protease fluorescence, 24 h; hit rate 0.49% among 400,000; further: potency means the concentration at half of the fitted maximal effect; nearly all actives have a fitted effect of over 40% in size
# HT1080NT lethal = kills 2HG-producing HT-1080-NT fibrosarcoma cells | HT-1080-NT fibrosarcoma viability, CellTiter-Glo ATP luminescence, 48 h | hit rate 1.6% among 360,000 | Potency, µM (doses to about 46.1 µM), for inactives: at the highest dose activity, negative = less viability, most hits filed as cytotoxic;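 further: NT is the 2HG producing partner of a matched IDH1 knockdown line; potency means the concentration at half of the fitted maximal effect; 0% = DMSO-treated cells and -100% = media-only wells without cells; nearly all actives have a fitted effect of over 55% in size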
#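 HT-1080-NT; 750 cells/well; 5% FBS RPMI; 48 h compound, 37 degrees C; CellTiter-Glo luminescence; curve fitting and curve-class assignment.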
# KB-V1 cytotox = kills drug-selected multidrug resistant KB-V1 cells | KB-V1 MDR cells viability, CellTiter-Glo, 72 h | hit rate 3.4% among 400,000 | Potency, µM (doses to about 46.1 µM), inactives show top-dose activity change, negative = cytotoxicity, usual class: cytotoxic; further: potency means the concentration at half of the fitted maximal effect; on the % scale 0 is the no-effect control and ±100 the full control effect; nearly all actives have a fitted effect of over 60% in size
#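 Following 72 h at 37 degrees C with compound, KB-V1 cell viability was read by CellTiter-Glo luminescence, medium being phenol-red-free DMEM plus 10% FBS; concentration-response parameters came from normalized, curve-fitted qHTS data.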
# KB-3-1 cytotox = KB-3-1 parental cell cytotoxicity; KB-3-1 viability, CellTiter-Glo ATP luminescence, 72 h; Potency, µM (top dose mostly 46.1 µM), without a hit: at the highest dose activity change, negative = cytotoxic, most hits filed as cytotoxic; hit rate 1.4% among 400,000; AID 1347075; further: potency means the concentration at half of the fitted maximal effect; on the % scale 0 is the no-effect control and ±100 the full control effect; nearly all actives have a fitted effect of over 60% in size
#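 Cytotoxicity measured as CellTiter-Glo luminescence after 72 h at 37 C. Compound titrations were pinned onto drug-naive KB-3-1 parental adenocarcinoma cells grown in DMEM with 10% FBS, and normalized data fitted to concentration-response curves.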
# SW480 rereplic = DNA re-replication induction in SW480 cells. SW480 DNA re-replication, Hoechst DNA content imaging, 48 h. Potency, µM (titrated, usually from 46.1 µM), for inactives: at the highest dose re-replication activation, usual class: activators. hit rate 1.8% among 340,000. AID 624297; further: potency means the concentration at half of the fitted maximal effect; % of control where 0% means no effect; nearly all actives have a fitted effect of over 55% in size
#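 First, 250 cells per well were seeded. Next, compound or vehicle (23 nL) was pinned in, plates sat 48 hr at 37 C. Finally Hoechst was added for 40 min before fluorescence scanning.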
# ATXN2 expr inh = reduces ATXN2 reporter expression in HEK-293 cells. AID 1745845. HEK-293 ATXN2-luciferase reporter, luminescence, 24 h. hit rate 0.72% among 360,000. Potency, µM (highest dose often 57 µM), inactives show at the highest dose activity change, negative = inhibition, hits mostly inhibitors; further: potency means the concentration at half of the fitted maximal effect; on the % scale 0 is the no-effect control and ±100 the full control effect; nearly all actives have a fitted effect of over 55% in size
#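 ATXN2-luciferase reporter cells (luciferase flanked by upstream and downstream ATXN2 gene portions) were treated 24 h at 37 °C with compounds at up to 57 uM. SteadyGlo luminescence gave expression; GF-AFC fluorescence gave viability.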
# HT1080 IDH1KD tx = kills HT-1080 cells with IDH1 knockdown; AID 686971; Potency, µM (highest dose often 46.1 µM), for the others: top-dose activity, negative = toxicity, actives largely listed as cytotoxic; hit rate 2% among 360,000; HT-1080 IDH1 knockdown viability, ATP luminescence, 48 h;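 further: potency means the concentration at half of the fitted maximal effect; 0% = DMSO wells and -100% = cell-free medium wells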
#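 In this qHTS, HT-1080 cells depleted of IDH1 are exposed for 48 h at 37 °C to compound titrations. Toxicity is scored from CellTiter-Glo luminescence, with DMSO as full viability and medium alone as none.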
# * = called active by the depositor; i = inactive; ? = inconclusive; . = not tested or not shown; [ ] = dose if it differs, or a comment. Unless noted, the call rests on the fitted dose curve; in most records, active means well fitted curve in the direction sought with a large enough effect; inconclusive means small, poorly fitted or top-dose-only effect, or another doubt; inactive means no such curve, though single readings can be large; an effect the other way counts as inactive or inconclusive.
smiles,MCF10A rerep,IL-1B inflam inh,ATXN viability,HT1080NT lethal,KB-V1 cytotox,KB-3-1 cytotox,SW480 rereplic,ATXN2 expr inh,HT1080 IDH1KD tx
Cc1ccccc1CN(C)C(=O)COC(=O)c1ccc2[nH]c(C)c(C)c2c1,23%,-61*,?,3%,?,-9%,-4%,4%,-1%
CCNc1nc(NCC)nc(C(=O)OCCO)n1,-4%,-8,i,-1%,50%,5%,3%,4%,2%
CC1(C(=O)NS(=O)(=O)C2CC2)CCCN(C(=O)COCc2ccccc2)C1 (centres undefined),.,-15,i,-2%,1%,0%,.,-1%,?
O=C(NCCc1ccccc1)c1ccc2c(c1)CCN2S(=O)(=O)c1ccc(Br)cc1,.,.,i,.,-10%,7%,.,-1%,.
O=C(O)c1ccccc1C(=O)NCc1ccccc1,-3%,11,i,4%,5%,5%,-3%,-1%,2%
Cc1nc(C)c(-c2ccc(SCC(=O)Nc3cccc(Cl)c3C)nn2)s1,-8%,i,i,-3%,?,-7%,-1%,-1%,-19%
CC1(C)CC(=O)C(C(=O)c2ccccc2)C(=O)C1,-1%,12,?,8%,3%,1%,1%,-1%,20%
O=C(CCC1CCCC1)NNC(=O)COc1ccc(Br)cc1,-1%,-3,i,2%,0%,10%,-4%,.,2%
O=C(NCc1ccc(Cl)cc1)c1ccc(Br)o1,12%,-11,i,1%,-5%,0%,-1%,2%,10%
O=C(Cc1ccc([N+](=O)[O-])cc1)N1N=C(C2CC2)CC1(O)C(F)(F)F (centres undefined),?,26,i,-9%,?,-6%,-6%,-15%,-11%

# (cont.)
smiles,MCF10A rerep,IL-1B inflam inh,ATXN viability,HT1080NT lethal,KB-V1 cytotox,KB-3-1 cytotox,SW480 rereplic,ATXN2 expr inh,HT1080 IDH1KD tx
CCc1[nH]c(=S)c(C#N)c2c1CCCC2,0%,-2,i,-1%,-18%,-2%,14%,-5%,0%
Cc1ccc(-c2cc(C(=O)N/N=C/c3ccccc3)n[nH]2)o1,-25%,-14,i,3%,-5%,-14%,12%,7%,3%
CC1=C(C(=O)OC(C)C)C(c2ccccn2)n2ncnc2N1 (centres undefined),-2%,0,i,17%,9%,17%,-3%,-5%,9%
NNC(=O)CNC(=O)C12CC3CC(CC(C3)C1)C2,0%,-4,i,4%,0%,0%,-5%,-6%,15%
COc1ccc(NC(=O)C2COc3ccccc3O2)cc1 (centres undefined),0%,-4,i,23%,26%,12%,2%,27%,26%
COc1cc(OC)cc(C(=O)N2CCN(c3ncccn3)CC2)c1,0%,0,i,12%,?,14%,-4%,3%,16%
CNC(=O)CCCCC(=O)N/N=C/c1ccc(Cl)cc1Cl,?,-2,i,0%,26%,20%,-12%,-9%,0%
Nc1nc(SCC(=O)N2N=C(c3ccc(Cl)cc3)CC2c2ccco2)n[nH]1 (centres undefined),-2%,-13,i,-14%,17%,-21%,-3%,3%,-24%
COc1cccc(NC(=O)C2(C)CCCN2C(=O)C(C)C)c1 (centres undefined),.,33,i,9%,-2%,?,.,16%,23%
CCC(C)(C)NC(=O)CN(C(=O)c1snc(C(N)=O)c1N)c1ccc2c(c1)OCO2,4%,-5,?,-5%,-21%,-3%,-2%,-4%,4%

# Next part
smiles,MCF10A rerep,IL-1B inflam inh,ATXN viability,HT1080NT lethal,KB-V1 cytotox,KB-3-1 cytotox,SW480 rereplic,ATXN2 expr inh,HT1080 IDH1KD tx
CC(C)(C)CC(=O)OCC(=O)Nc1cc(C(C)(C)C)nn1-c1ccccc1,?,1,i,-5%,?,3%,-2%,1%,-8%
COc1ccc(/C(C)=N/NC(=O)CNC(=O)/C=C/c2ccccc2OC)cc1,?,26,i,0%,8%,30%,-18%,-12%,-2%
Cc1cc(C)c2nc(NNC(=O)c3ccc(S(=O)(=O)N4CCCCC4)cc3)sc2c1,?,106,i,?,14%,?,?,?,?
C[n+]1cnc(-c2ccccc2)cc1-c1ccccc1,1%,7,i,2%,1%,0%,-2%,-14%,-1%
Cc1c(CCOC(=O)C23CC4(C)CC(C)(CC(C)(C4)C2)C3)sc[n+]1CC(=O)c1ccccc1,?,-192*,i,?,?,?,-21%,-20%,?
COc1cccc(C(=O)Nc2cc(C)ccc2NC(=O)COc2ccccc2)c1,-1%,8,i,-10%,?,7%,0%,0%,-8%
CN(CC1CCCN(CCc2ccccc2F)C1)C(=O)c1cc2ccccc2o1 (centres undefined),.,?,?,-3%,7%,-7%,.,.,-3%
COc1ccccc1N1CCN(CCCNC(=O)C2CCCN(c3ncnc4c3nc3n4CCCCC3)C2)CC1 (centres undefined),8%,-28,i,-10%,0%,-3%,-2%,.,1%
O=C1C2C3C=CC(C3)C2C(=O)N1CNc1ccccn1 (centres undefined),10%,3,i,14%,14%,8%,-3%[9.22 µM],8%,6%
COC(=O)c1cnc(NNC(=O)c2ccc([N+](=O)[O-])cc2)nc1C(F)(F)F,?,24,i,0%,-1%,-1%,?,-26%,11%

# Following part.
smiles,MCF10A rerep,IL-1B inflam inh,ATXN viability,HT1080NT lethal,KB-V1 cytotox,KB-3-1 cytotox,SW480 rereplic,ATXN2 expr inh,HT1080 IDH1KD tx
Cc1cc(=O)oc(C)c1C(=O)Nc1cnc2ccccc2c1,-5%,11,i,-1%,5%,-2%,-4%,0%,-1%
CCc1ccc(NS(=O)(=O)c2ccc3oc(=O)ccc3c2)cc1,-1%,4,i,-15%,?,-11%,-1%,-21%,-16%
Cc1nc2ccccc2nc1N1CCCC1,-2%,33,i,25%,-2%,3%,5%,17%,15%
O=NN(C(=O)NCc1cccnc1)C1CCCCC1,.,9,i,20%,1%,0%,.,1%,12%
COc1ccc(NC(=O)c2cn(C)c(=O)c3cc(OC)c(OC)cc23)c(OC)c1,-9%,10,i,7%,14%,7%,-5%,.,-1%
Fc1ccc(/C=N/Nc2nc3ccccc3[nH]2)cc1F,3%,?,i,-2%,-7%,-11%,-6%,9%,-4%
COc1ccccc1N1CCN(C(=O)CCCn2c(=O)[nH]c3ccsc3c2=O)CC1,11%,-18,i,1%,0%,4%,0%,0%,0%
CCN(CC)c1ccc(NC(=O)CN2CCN(CC(=O)Nc3ccc(Cl)cc3)CC2)cc1,.,.,i,.,-8%,-6%,.,-9%,.
O=c1cc(NCc2ccco2)[nH]c(=O)n1-c1ccc(Br)cc1,4%,1,i,-6%,-17%,10%,0%,-22%,-1%
Cc1ccc(-c2c(C)sc3nc(CN4CCN(CC(=O)NC5CC5)CC4)[nH]c(=O)c23)cc1,9%,-3,?,0%,10%,5%,-2%,-10%,9%

# Other entries.
smiles,MCF10A rerep,IL-1B inflam inh,ATXN viability,HT1080NT lethal,KB-V1 cytotox,KB-3-1 cytotox,SW480 rereplic,ATXN2 expr inh,HT1080 IDH1KD tx
CCC(CC)c1nnc(NC(=O)c2cccc(S(=O)(=O)N3CCc4ccccc43)c2)s1,4.6µM*,38,i,-12%,15µM*,-15%,?,-2%,-4%
CSC1=NCCN1C(=O)c1ccc(S(=O)(=O)N2CCCC2)cc1,23%,23,i,0%,11%,-15%,1%,-5%,-2%
CC(C)(C)c1ccc2c(c1)C(=O)c1ccccc1C2=O,-4%,25,i,-17%,3%,-15%,-1%,76%[activator],-18%
O=C(CSc1nnnn1-c1ccc2c(c1)OCCO2)Nc1nc2c(s1)CCCC2,2%,?,?,?,16µM*,1%,-15%,-37%,-3%
O=C(Cn1ncc2c([nH]c3ccccc32)c1=O)NCCCN1CCN(c2ccccc2)CC1,0%,-1,?,-19%,4%,-17%,-2%,5%,-7%
COc1ccc(-c2nc(CN3CCC(C(=O)NC4CC4)CC3)c(C)o2)cc1OC,-1%,4,i,1%,?,7%,?,2%,8%
Cc1cc(OCc2cc(C(=O)N3CCC(Oc4cccnc4)CC3)no2)cc(C)c1Cl,21µM*,-62*,i,-4%,?,-15%,2%,-18%,?
Cc1ccc(C(=O)NC2CC(=O)N(c3ccc4c(c3)OCCO4)C2)cc1[N+](=O)[O-] (centres undefined),5%,-10,i,1%,-23%,-3%,?,-16%,-10%
CCOC(=O)C(=O)N(C)c1c(CC)nc2c(OCc3cccc(OC)c3)cccn12,.,16,i,9%,-1%,0%,.,6%,2%
O=C(O)C1CC=CCC1C(=O)NCCc1csc(-c2ccccc2)n1 (centres undefined),-4%,-9,i,0%,7%,20%,-7%,30%,-11%

# Continuation.
smiles,MCF10A rerep,IL-1B inflam inh,ATXN viability,HT1080NT lethal,KB-V1 cytotox,KB-3-1 cytotox,SW480 rereplic,ATXN2 expr inh,HT1080 IDH1KD tx
CC(=O)Nc1ccc(C(=O)CN2C(=O)NC3(CCOc4ccccc43)C2=O)c(F)c1 (centres undefined),3%,0,i,4%,3%,4%,-6%,2%,11%
CC(=O)Oc1cccc(/C=c2\sc3nc(-c4ccco4)nn3c2=O)c1,?,?,i,-1%,2%,1%,?,-22%,-2%
CC(OC(=O)Cc1ccc(Cl)cc1)C(=O)NCCC1=CCCCC1 (centres undefined),6%,i,i,9%,0%,8%,-1%,56%[activator],12%
N/C(=N\OC(=O)Cc1ccccc1)c1ccc(Br)cc1,-4%,1,i,20%,?,18%,14%,31%[activator],20%
CCOC(=O)C1CCN(C(=O)c2cccnc2Cl)CC1,-1%,-4,?,25%,12%,4%,-5%,-9%,25%
Cc1ccc(/C=C/c2nnc(-c3ccccc3)o2)cc1,-3%,-29,i,8%,2%,1%,-7%,-5%,-1%
COc1ccc(S(=O)(=O)Nc2cccc(-c3ccc(N4CCC(C)CC4)nn3)c2)c(OC)c1,.,.,?,.,10%,-2%,.,30%[activator],.
O=C(Nc1ccnn1C1CCNCC1)c1ccc2c(c1)OCO2,?,23,i,1%,4%,?,14%,-5%,-2%
CC(C)C1C(=O)N(Cc2cn(CCC3OCCO3)nn2)CCS(=O)(=O)N1Cc1ccc(-c2cccc(CO)c2)cc1 (centres undefined),.,0,i,1%,-10%,-2%,.,-1%,12%
C=CCN1C(=O)C(Cc2ccc(OCC)cc2)SC1=Nc1ccc(C(=O)O)cc1 (centres undefined),0%,1,?,5%,5%,-2%,-3%,0%,20%

# Bioassay records from PubChem BioAssay.
